p53 reactivator – mutant p53 re-activation in reporter cells; H1299 p53-A138V BP100-luciferase reporter, luminescence, 24 h; Potency, µM (doses to about 92.2 µM), for inactives: at the top dose activity change, positive = activation, hits mostly activators; actives 0.063% (n = 320,000); also: potency is read from the fitted curve at half-maximal effect; % of control where 0% means no effect; nearly all actives have a fitted effect of over 45% in size
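H1299 (p53-null), stable ts p53-A138V + BP100-Luc; 1000 cells/well, Opti-MEM/10% FBS; cpd 4 pt, 1:5; 24 h, 37 deg C, 5% CO2; detection reagent 10 min RT; luminescence.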
uPA generation – cell surface uPA generation inhibition; cell surface uPA generation assay, qHTS; Potency, µM (doses to about 38.3 µM), for inactives: at the highest dose activity change, negative = inhibition, most hits filed as inhibitors; actives 0.31% (n = 330,000); AID 540303; active = well fitted inhibition curve with a large enough effect; inconclusive = small, poorly fitted or top-dose-only effect; inactive = no such curve, though single readings can be large or run the other way; tested in mouse RAW 264.7 cells; also: potency is read from the fitted curve at half-maximal effect; % is scaled to controls: 0 for no effect and ±100 for the full control effect; nearly all actives have a fitted effect of over 55% in size
Integrin act MD – integrin-mediated muscular dystrophy alleviation activation. alpha7betagal myoblasts, beta-gal FDG fluorescence, 48 h. Potency, µM (series often up to 38.3 µM), inactives show top-dose activation, most hits filed as activators. actives 0.064% (n = 350,000). AID 624291;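 also: potency is read from the fitted curve at half-maximal effect; 100% = response of the positive control SU9516; nearly all actives have a fitted effect of over 60% in size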
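alpha7betagal+/- myoblasts (passage 13, 250/well) treated 48 h at 37C with compounds at 1:260 dilution of DMSO stock. Lysed, then beta-galactosidase activity read as FDG fluorescence (ex 480/em 540) after 30 min, with pre-read for autofluorescence.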
TRPV1 ag – activates the human vanilloid receptor TRPV1 | activation, % at 8.33 µM | actives 0.19% (n = 320,000) | Q8NER1 | TRPV1-expressing cells, Fluo-8 calcium influx, agonist mode; in the data active = activation above about 80%; inconclusive = between about 30% and that limit; also: 0% is about no effect
Target sequence (Q8NER1 whole entry, looked up): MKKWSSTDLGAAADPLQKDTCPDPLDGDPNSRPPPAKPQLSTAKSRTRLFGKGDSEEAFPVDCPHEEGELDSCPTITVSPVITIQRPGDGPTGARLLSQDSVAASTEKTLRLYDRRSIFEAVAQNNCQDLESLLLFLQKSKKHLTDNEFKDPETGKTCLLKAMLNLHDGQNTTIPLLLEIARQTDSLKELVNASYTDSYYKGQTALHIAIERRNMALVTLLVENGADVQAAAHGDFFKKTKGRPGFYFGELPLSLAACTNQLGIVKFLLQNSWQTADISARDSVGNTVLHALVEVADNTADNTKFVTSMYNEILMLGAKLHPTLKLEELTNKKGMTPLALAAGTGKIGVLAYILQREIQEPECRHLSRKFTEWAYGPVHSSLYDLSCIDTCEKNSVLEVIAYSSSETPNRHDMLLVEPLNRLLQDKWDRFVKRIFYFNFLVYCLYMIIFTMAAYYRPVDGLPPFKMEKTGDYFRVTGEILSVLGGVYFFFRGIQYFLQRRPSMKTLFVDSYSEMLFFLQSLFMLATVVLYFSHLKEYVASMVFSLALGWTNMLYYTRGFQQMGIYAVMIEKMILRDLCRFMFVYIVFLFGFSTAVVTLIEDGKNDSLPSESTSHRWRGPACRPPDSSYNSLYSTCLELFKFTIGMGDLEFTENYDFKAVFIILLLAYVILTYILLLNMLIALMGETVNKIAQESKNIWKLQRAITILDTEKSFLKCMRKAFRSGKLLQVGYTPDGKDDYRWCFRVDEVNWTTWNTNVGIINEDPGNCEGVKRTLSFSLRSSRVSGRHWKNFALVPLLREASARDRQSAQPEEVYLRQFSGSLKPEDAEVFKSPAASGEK
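TRPV1-expressing cells were cultured overnight at 35.5C and loaded with Fluo-8 calcium dye for 40 to 90 min at room temperature. After a 10 s baseline, compound was added and calcium influx was read kinetically for 3 min (ex 480/em 520 nm).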
PTAP TSG101 blk – blocks PTAP/TSG101 interaction to inhibit HIV-1 budding; Potency, µM (top dose mostly 115 µM), inactives show at the highest dose activity change, negative = inhibition, most hits filed as inhibitors; Fluorescence polarization, FITC-PTAP peptide / Tsg101 binding; 340,000 tested, under 10 active; AID 493005; active = well fitted inhibition curve with a large enough effect in the main read-out, with a control signal flat, not every such curve was filed as active; inconclusive = small, poorly fitted or top-dose-only effect, or effect the other way, or a change in a side signal; inactive = no such curve, though single readings can be large or run the other way; also: potency is read from the fitted curve at half-maximal effect; % of control where 0% means no effect
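Steps: Tsg101 binding domain dispensed (10 uM final), compounds pinned in DMSO, FITC-labeled PTAP-motif peptide added (50 nM final); after 20 min binding at room temperature, polarization measured.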
Eya2 phos inh – inhibitors of human Eya2 phosphatase activity; O00167; recombinant Eya2, OMFP fluorescence dephosphorylation (OMFP is methylfluorescein phosphate); Potency, µM (highest dose often 76.9 µM), without a hit: top-dose activity, negative = inhibition, hits mostly inhibitors; actives 0.006% (n = 330,000); also: potency is read from the fitted curve at half-maximal effect; % is scaled to controls: 0 for no effect and ±100 for the full control effect
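Eya2 protein (added as 0.2 uM solution) was preincubated with compound for 10 min at ambient temperature in 50 mM HEPES pH 7.5, 50 mM NaCl, 5 uM MgCl2, 0.05% BSA, 1 mM DTT. OMFP (added at 50 uM) then reacted 10 min; fluorescence read at 485/525 nm.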
S-ASM inh – inhibitors of human secretory acid sphingomyelinase; P17405; placental ASM, HMU-PC fluorogenic substrate, 60 min; Potency, µM (series often up to 57.5 µM), for inactives: at the highest dose activity change, negative = inhibition, actives largely listed as inhibitors; actives 0.006% (n = 340,000); also: potency is read from the fitted curve at half-maximal effect
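Fluorogenic HMU-PC substrate (9 uM final) is turned over by placental ASM in 60 min at 37 C after a 10 min compound preincubation. Reaction ended by alkaline stop (pH 10), with fluorescence read at 386/447 nm.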
USP2a block – inhibitors of human ubiquitin-specific protease USP2a | O75604 | USP2 core, Ub-CHOP2 coupled fluorogenic reporter, 485/531 | Potency, µM (doses to about 38.3 µM), for the others: at the highest dose activity change, negative = inhibition, most hits filed as inhibitors | actives 0.01% (n = 330,000) | AID 463254;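 also: potency is read from the fitted curve at half-maximal effect; plate controls were DMSO wells for no effect and full inhibition by NEM control for full effect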
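USP2 core (10nM final) preincubated 30min RT with compound in 20mM Tris-HCl pH 8.0, 2mM CaCl2, 2mM beta-mercaptoethanol, 0.05% CHAPS; 25nM Ub-CHOP2 plus 25nM reporter substrate added, fluorescence (Ex485/Em531) read after 60min.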
B2AR arrestin – beta2AR (human) beta-arrestin recruitment activity; actives 0.02% (n = 330,000); beta-arrestin recruitment to beta2AR, cell-based reporter; Potency, µM (top dose mostly 46.1 µM), inactives show at the top dose activation, actives largely listed as activators; P07550;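 also: potency is read from the fitted curve at half-maximal effect; 0% = DMSO controls and full agonism = EC100 isoproterenol or metaproterenol; nearly all actives have a fitted effect of over 65% in size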
ELG1 genotox – induces genotoxicity in HEK293T cells with luciferase-tagged ELG1. HEK293T ELG1-luciferase reporter, luminescence, 16 h. Potency, µM (top dose mostly 46 µM), inactives show top-dose activity change, positive = activation, actives largely listed as activators. actives 1.3% (n = 330,000). AID 504466; also: potency is read from the fitted curve at half-maximal effect; % of control where 0% means no effect; nearly all actives have a fitted effect of over 60% in size
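Quantitative HTS format in 1536-well plates. HEK293T ELG1-luciferase reporter cells receive test compound and are incubated 16 hr at 37 °C, 5% CO2; ONE-Glo added, 30 min room temperature, then luminescence read.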
BRCA1 expr up – increases BRCA1 expression; Potency, µM (highest dose often 46.1 µM), without a hit: top-dose activation, usual class: activators; actives 1.1% (n = 380,000); MCF7-BRCA1-FFLuc reporter, luminescence, 48 h; response scale: scaled: vehicle 0%, 10 µM genistein 100%; AID 624202; also: potency is read from the fitted curve at half-maximal effect; nearly all actives have a fitted effect of over 80% in size; some results filed as inactive show a strong effect at the top dose
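MCF7 cells carrying a BRCA1-firefly luciferase reporter (2000 cells/well, phenol-red free MEM) were attached for 2 h at 37 °C, then given compounds for 48 h. Luminescence was read 15 min after luciferase reagent; activity normalized to genistein (10 microM) and DMSO.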
Starred values were filed as active, the others as inactive; ? = inconclusive; . = not tested or not shown; & = joins results of further samples; [ ] = dose if it differs, or a comment. Unless noted, calls follow the shape of the dose curve; as a rule, active = well fitted curve in the direction sought with a large enough effect; inconclusive = small, poorly fitted or top-dose-only effect, or another doubt; inactive = no such curve, though single readings can be large; an effect the other way counts as inactive or inconclusive.

SMILES	p53 reactivator	uPA generation	Integrin act MD	TRPV1 ag	PTAP TSG101 blk	Eya2 phos inh	S-ASM inh	USP2a block	B2AR arrestin	ELG1 genotox	BRCA1 expr up
Cc1nc2cc(F)ccc2n1C1CCN(Cc2nnnn2CCc2ccccc2)CC1	-8%	0%	21%	2	-6%	2%	1%	2%	-0.1%	0%	-17%
Cc1cccc(-n2c(O)c(C=NCCN3CCCCC3)c(=O)[nH]c2=O)c1	0%	-2%	0%	1	-5%	-6%	-3%	-1%	0.1%	-2%	11%
CC(=Nc1ccccc1N)c1c(O)n(C)c(=O)[nH]c1=O	1%	-2%	-3%	-1	-1%	-6%	-3%	-1%	0.0%	12%	-2%
CN1C(=O)C(=Cc2sc(=O)n(-c3ccccc3)c2N(C)C)C(=O)N(C)C1=O	-13%	-11%	0%	3	15%	-2%	-1%	1%	-1.1%	-17%	-29%
C/C(=N\N1CCCCCC1)c1c(O)n(-c2ccc(Cl)cc2)c(=O)[nH]c1=O	1%	2%	26%	-4	-3%	6%	-6%	1%	-0.3%	5%	14%
COc1cccc(C(=O)C2CCCN(Cc3ccon3)C2)c1 (stereo unspecified)	2%	5%	40%	1	-4%	-4%	1%	2%	-0.2%	-3%	-12%
CN1/C(=C\C=C2C(=O)NC(=O)NC2=O)C(C)(C)c2ccccc21	-5%	?	-3%	?	?	29%	-20%	?	0.0%	?	-11%
COc1ccc(CNCCc2ccc3c(c2)OCO3)c(OC)c1OC	-6%	-2%	0%	1	3%	?	-2%	-1%	-0.8%	-14%	9%
CCN(CC)S(=O)(=O)c1cc(NC(=O)C(C)N2CC=C(c3ccccc3)CC2)ccc1C (stereo unspecified)	2%	-16%	-42%	13	1%	-12%	-2%	0%	0.2%	2%	-49%
CNC(C)(C)Cc1ccccc1	0%	-8%	.	3	0%	0%	-3%	3%	0.2%	4%	-22%
O=C(CF)NC(NC(=S)Nc1cccc([N+](=O)[O-])c1)C(Cl)(Cl)Cl (stereo unspecified)	10%	-26%	8%	21	-5%	-8%	-2%	8%	-0.8%	-12%	6%
CNC(=O)Oc1cccc(-c2cn3cc(OC(=O)NC)ccc3n2)c1	?	-7%	10%	3	-3%	2%	4%	5%	-0.2%	21µM*	65%
COc1ccccc1N1CCN(Cc2ccc(Br)cc2)CC1	?	-4%	-23%	14	-6%	0%	3%	0%	-0.3%	-13%	-10%
COc1c(O)ccc(/C=N\NC(=O)c2ccc3c(c2)OCO3)c1[N+](=O)[O-]	.	?	23%	0	-3%	?	5%	3%	0.1%	13%	4%
CC(=O)c1c(C)[nH]c(C(=O)N2CCC3(CC2)OCCO3)c1C	-11%	2%	7%	-2	1%	-23%	1%	3%	3.1%	3%	-18%
O=c1[nH]c(=S)n(-c2ccccc2)c(O)c1/C=N/N1CCOCC1	-4%	-2%	10%	-5	-6%	-1%	4%	2%	4.5%	1%	-23%
O=C(NCc1cccs1)c1cc(C2CC2)on1	20%	?	-47%[inhibitor]	3	-3%	3%	4%	0%	-0.3%	23µM*	100%
Cc1cc(=O)oc2cc(OCC(=O)N3CCN(Cc4ccccc4)CC3)ccc12	1%	-2%	-12%	.	-1%	1%	199%[activator]	1%	-0.1%	0%	.
Nc1ccc(C2(c3ccc(N)cc3)CN3CCC2CC3)cc1	-3%	0%	-25%	0	-4%	8%	1%	4%	-0.2%	1%	2%
Cc1ccc(-n2c(C)nc3ccccc3c2=O)c(C)c1	-5%	-28%	13%	7	-3%	-4%	-2%	1%	0.3%	-5%	3%
C=CC(=O)Nc1sc2c(c1C(N)=O)CCCC2	-26%	?	-10%	-5	0%	-32%	-1%	-2%	0.1%	4%	-33%
CCCCCn1c(=O)c(C(=O)Nc2cccc(C)n2)c(O)c2ccccc21	12%	-8%	11%	3	-9%	-8%	-3%	4%	3.2%	0%	-2%
CCOc1ccccc1N1C(=O)NC(=O)C(CCc2ccncc2)(CCc2ccncc2)C1=O	-5%	6%	14%	0	0%	6%	2%	-2%	-0.6%	-1%	-8%
Cc1nc2ccc(Cl)cc2c(-c2ccccc2)c1C(=O)O	-9%	10%	-6%	-2	1%	-5%	1%	0%	-0.4%	0%	-38%
O=C1NC(=O)N(Cc2ccccc2Cl)C(=O)/C1=C/c1cccs1	-4%	?	-25%	2	-5%	5%	-5%	0%	-0.4%	?	16%
O=c1c2ccccc2[nH]c(=S)n1-c1ccc(Br)cc1	-2%	2%	-7%	-1	1%	4%	4%	9%	-0.1%	6%	0%
Cc1c(C)c2c(OCC(=O)N[C@@H](C)C(=O)O)cc3c(c2oc1=O)CCC(C)(C)O3	1%	-1%	25%	-1	1%	-2%	101%[activator]	4%	-1.0%	1%	-6%
COc1cccc(N=Nc2c(O)[nH]c(=S)[nH]c2=O)c1	20%	?	-49%[inhibitor]	1	13%	-21%	-11%	8%	0.1%	?	82%
COC(=O)COc1ccc(/C=C2\C(=O)NC(=S)N(c3ccc(C)cc3)C2=O)cc1OC	-1%	-5%	-6%	-4	-8%	7%	2%	0%	-0.3%	-3%	-4%
O=[N+]([O-])c1ccc(N2CCCC2)cc1N/N=C1\CN2CCC1CC2	1%	2%	-16%	3	-2%	0%	-20%	1%	5.2%	5%	48%
CC1C(c2ccccc2)OCCN1C (stereo unspecified)	.	5%	15%	.	-8%	.	3%	.	.	.	-3%
Cc1ccc(N=Cc2c(O)n(C)c(=O)n(C)c2=O)cc1	?	-12%	-5%	-1	0%	-12%	5%	1%	-1.8%	2%	-2%
NNC(=O)c1ccc(O)cc1	11%	-9%	0%	?	-6%	2%&1%	0%	1%	3.0%	9%	9%
O=c1cc(C2CCNCC2)[nH][nH]1	1%	10%	-9%	-4	2%	2%	4%	-3%	0.0%	-1%	-10%
NC(=O)c1c(NC(=O)c2ccc(S(=O)(=O)N(CCCl)CCCl)cc2)sc2c1CCCCC2	-4%	0%	-2%	1	0%	-2%	6%	3%	-0.2%	6%	-4%
CN(C)c1ccc(/C=C/c2cc[n+](C)c3ccccc23)cc1	-3%	-11%&-17%	-53%&-6%[inhibitor]	-6	0%&-1%	1%	-29%&-4%	-2%	4.1%	8%	.
CCOC(=O)c1nsnc1NCCCl	0%	-1%	1%	0	-3%	9%	23%	9%	0.4%	1%	0%
Cc1cc(NC(=O)CCl)nn1C	-11%	.	0%	3	-3%	-6%	5%	-1%	0.0%	-10%	-68%
C[C@]12CC[C@@H](O)CC1=CCC1C2CC[C@]2(C)C(=O)[C@H](F)CC12 (stereo partly specified)	-1%	-4%	24%	.	-8%	-10%	-2%	1%	-0.6%	-3%	0%
Cc1ccc(CN2CCN(C)CC2)c(C)c1	-2%	1%	6%	0	-4%	-29%	-1%	1%	0.0%	0%	-7%[1.84 µM]
O=C(Nc1ccc(F)cc1)OC1CN2CCC1CC2 (stereo unspecified)	-1%	-1%	-6%	-1	-3%	-3%	0%	0%	-0.2%	2%	0%
CN(C)N=O	5%	9%	.	-2	-6%	17%	0%	3%	-0.9%	-2%	6%
CCOC(=O)C1CCN(/C=C2/C(=O)NC(=S)N(c3ccccc3F)C2=O)CC1	-3%	-9%	10%	1	0%	4%	2%	2%	-0.4%	1%	17%
O=c1[nH]c(O)c(C=Nc2ccccc2Sc2ccccc2)c(=O)[nH]1	3%	0%	15%	10	0%	2%	2%	6%	0.0%	1%	17%
COc1ccc(-n2c(/C=C/c3ccc4c(c3)OCO4)nc3ccccc3c2=O)cc1	-8%	-1%	?	2	0%	-4%	70%[activator]	-1%	-0.1%	-11%	-63%
CN1CCN(C(=O)O[C@H]2c3nccnc3C(=O)N2c2ccc(Cl)cn2)CC1	8%	1%	-22%	-1	0%	4%	3%	3%	-1.8%	1%	0%
CN(C)C(=O)Oc1ccc2c(c1)O/C(=C\c1cccc(Cl)c1)C2=O	25%	1%	-24%	2	-2%	-32%	-4%	3%	0.3%	13%	.
CCCn1c(C)cc(C=O)c1C	5%	-1%	-8%	-5	-3%	11%	0%	10%	-0.1%	-8%	-19%

Profiles, looked up by structure. Order of screens: p53 reactivator, uPA generation, Integrin act MD, TRPV1 ag, PTAP TSG101 blk, Eya2 phos inh, S-ASM inh, USP2a block, B2AR arrestin, ELG1 genotox, BRCA1 expr up
Listed for COc1ccc(-n2c(/C=C/c3ccc4c(c3)OCO4)nc3ccccc3c2=O)cc1 = -8%, -1%, ?, 2, 0%, -4%, 70%[activator], -1%, -0.1%, -11%, -63%
Listed for CN1CCN(C(=O)O[C@H]2c3nccnc3C(=O)N2c2ccc(Cl)cn2)CC1 = 8%, 1%, -22%, -1, 0%, 4%, 3%, 3%, -1.8%, 1%, 0%

Source: PubChem

These rows are one share of the data; the hit share may differ from the screen's.
